ADAM17 inh: inhibits human ADAM17; P78536; recombinant ADAM17, EDANS/DABCYL FRET peptide cleavage; inhibition, % at 6.95 µM; hit rate 0.83% among 370,000; AID 720648;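 active = inhibition above the mean of compounds lying between control limits plus 3 SD, set per campaign, cut at about 8.5% in these data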;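 also: 0% = DMSO-only wells as the low control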
Target sequence (P78536 215-824 limits assumed): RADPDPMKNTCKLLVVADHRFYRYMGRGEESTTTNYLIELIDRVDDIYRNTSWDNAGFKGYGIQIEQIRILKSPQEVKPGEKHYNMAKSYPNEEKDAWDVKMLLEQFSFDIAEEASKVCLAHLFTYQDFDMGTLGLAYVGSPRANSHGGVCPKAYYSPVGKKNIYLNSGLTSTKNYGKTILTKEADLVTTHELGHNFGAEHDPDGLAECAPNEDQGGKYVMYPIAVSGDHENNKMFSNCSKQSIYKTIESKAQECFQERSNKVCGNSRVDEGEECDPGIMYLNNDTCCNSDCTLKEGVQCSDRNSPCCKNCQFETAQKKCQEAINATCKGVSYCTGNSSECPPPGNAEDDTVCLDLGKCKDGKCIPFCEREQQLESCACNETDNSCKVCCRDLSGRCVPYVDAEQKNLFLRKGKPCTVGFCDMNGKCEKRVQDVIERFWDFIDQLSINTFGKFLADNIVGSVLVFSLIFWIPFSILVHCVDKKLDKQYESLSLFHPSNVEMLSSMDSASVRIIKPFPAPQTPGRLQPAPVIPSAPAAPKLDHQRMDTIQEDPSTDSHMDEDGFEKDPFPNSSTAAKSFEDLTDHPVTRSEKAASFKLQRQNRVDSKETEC
TDP2 inh: TDP2 (human) inhibition, absorbance primary screen | inhibition, % at 12.8 µM | O95551 | AID 720702 | hit rate 0.34% among 370,000 | recombinant TDP2, T5PNP hydrolysis, p-nitrophenol absorbance 415 nm;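 active = inhibition above the mean of all tested compounds plus 3 SD, set per campaign, cut at about 25% in these data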;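 also: 0% = DMSO with enzyme and 100% = buffer with substrate but no TDP2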
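System – recombinant human TDP2 · Quantity – TDP2 enzyme at 120 nM final · Doses – single concentration, 12.8 µM nominal, with 1% DMSO · Incubation – 2 h at 37 °C · Measured by – epi absorbance of p-nitrophenol freed from T5PNP by hydrolysis · Read-out – % inhibition relative to enzyme-containing and enzyme-free wells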
DDE Tn6 FP inh: inhibitors of Tn6 peptide binding to human fibrin DD(E) | P02675 | Fibrin DD(E) TRITC-Tn6 fluorescence polarization displacement | inhibition, % at 8.3 µM | hit rate 0.21% among 370,000;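 active = inhibition above a per-campaign cutoff: mean of compounds within control limits plus 3 SD, cut at about 15% in these data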;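 also: 0% = median of all compound wells on the plate and 100% = blocking peptide control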
PLCb3 inh: inhibitors of human phospholipase C beta3; AID 720704; Purified PLC-beta3, fluorogenic substrate, fluorescence; hit rate 0.18% among 370,000; inhibition, % at 12.2 µM; in the data active = inhibition above about 11%;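 also: 0% = median of compound wells on plate and 100% = full blocker control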
ADAM10 inh: inhibits human ADAM10 | hit rate 0.62% among 370,000 | recombinant ADAM10, EDANS/DABCYL FRET peptide cleavage, 3 h | inhibition, % at 7 µM | AID 720582 | O14672;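 active = inhibition above a per-campaign cutoff equal to the mean of compounds falling between control-based bounds plus 3 SD, cut at about 20% in these data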;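 also: 0% = DMSO wells while the 100% control is not disclosed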
ASAP1 inh: inhibitors of human ASAP1 ArfGAP activity; hit rate 0.19% among 360,000; ASAP1-stimulated ARF1 GTP hydrolysis, GDP FP detection; AID 624377; inhibition, % at 16.5 µM; Q9ULH1; in the data active = inhibition above about 25%;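 also: 0% = vehicle with enzyme and substrate and 100% = no enzyme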
PLC-gamma1 inh: blocks human PLC-gamma1 enzyme activity | purified PLC-gamma1, fluorogenic substrate, fluorescence | inhibition, % at 12.2 µM | hit rate 0.84% among 370,000 | AID 720700; in the data active = inhibition above about 9.5%
ARFGAP1 inhibitor: inhibitors of rat ARFGAP1; Arfgap1-stimulated ARF1 GTP hydrolysis, GDP FP detection; inhibition, % at 16.5 µM; hit rate 0.26% among 360,000;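 active = inhibition above a per-plate limit, mean inhibition of low control wells plus 3 SD, cut at about 25% in these data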;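 also: 0% = DMSO wells with enzyme and 100% = wells lacking Arfgap1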
Target sequence (Q62848 1-136 limits assumed): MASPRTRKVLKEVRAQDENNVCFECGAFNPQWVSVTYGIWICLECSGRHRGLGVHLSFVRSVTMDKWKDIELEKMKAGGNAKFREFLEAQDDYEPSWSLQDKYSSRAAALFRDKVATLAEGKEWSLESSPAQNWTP
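Repeats: one replicate per compound; assay system: rat Arfgap1 catalytic domain, aa 1-136; times: enzyme reaction 120 min at 25 °C after 20 min preincubation; detection: FP of antibody-bound GDP Alexa 633 tracer, ex 620/em 688 nm; benchmarks: high control wells lacking Arfgap1, low control full reaction with DMSO; reagent: human ARF1(Δ1-17)-GTP substrate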
Tn7 DDE FP: DD(E)-Tn7 binding inhibition, primary FP screen. AID 720508. inhibition, % at 8.3 µM. P02675. hit rate 0.13% among 370,000. FP displacement of FITC-Tn7 peptide from fibrin DD(E); 0% = median of compound wells per plate;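 active = inhibition above the mean of compounds falling within the control limits plus 3 SD of them, cut at about 14% in these data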;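 also: 0% = plate median of compound wells and 100% = 10 µM Aha-Tn7 peptide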
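Assay system: Fibrin-DD(E) protein isolated from polymerized human fibrin clots; read-out basis: percent inhibition; medium: Tris/NaCl/CaCl2 buffer, pH 7.8; signal: FP measurement; incubation: 10 min plus 3 h, room temperature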
SIAE primary: blocks human sialic acid acetylesterase; inhibition, % at 9.66 µM; SIAE FP-Rh probe binding, fluorescence polarization; AID 1053197; hit rate 0.69% among 370,000;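 active = inhibition above a cutoff: mean of compounds within the control limits plus 3 SD of those, cut at about 17% in these data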;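 also: 0% = plate median of compound wells and 100% = probe without SIAE protein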
Active calls of the source: *; i = inactive; x = not tested or not shown.

Value order: PLCb3 inh	ARFGAP1 inhibitor	ADAM10 inh	PLC-gamma1 inh	ADAM17 inh	SIAE primary	Tn7 DDE FP	ASAP1 inh	DDE Tn6 FP inh	TDP2 inh
1) Cc1ccc(C)c(NC(=O)CN(C)C(=O)c2ccccc2Cc2ccccc2)c1
    -6	8	0	-3	0	0	-2	-2	-3	11
2) c1ccc(CCn2c3ccccc3c3nnc(SCc4ccc5nonc5c4)nc32)cc1
    -4	-1	3	-3	-1	-10	-5	-2	1	1
3) CN1CCN(C(=O)CNc2ccc(C(F)(F)F)cc2[N+](=O)[O-])CC1
    1	-6	-2	2	-1	-6	2	-2	-10	10
4) CN(c1ccc(C(=O)NCc2cccs2)cc1)S(=O)(=O)c1ccccc1
    -1	-1	0	0	1	-2	1	-2	0	-9
5) O=C(NCCF)[C@H]1C[C@@H]1[C@H](NP(=O)(c1ccccc1)c1ccccc1)c1ccccc1
    7	20	1	2	3	-7	-4	20	-2	-12
6) CCOC(=O)c1c(C)[nH]c(C)c1C(=O)COC(=O)/C=C/c1ccc(Cl)cc1
    -23	4	6	-2	5	-4	-4	-1	0	3
7) CCOCCn1c(SCc2c(F)cccc2Cl)nc2c1c(=O)[nH]c(=O)n2C
    2	1	2	0	0	-2	-1	-4	-2	10
8) Cc1ccc(-c2c(C(=O)N/N=C/c3ccc(OC(C)C)cc3)nnn2-c2nonc2N)cc1
    -56	0	5	-28	0	-30	1	8	-3	-3
9) O=C(C1CCN(S(=O)(=O)c2cccs2)CC1)N1CCN(c2ccccc2)CC1
    2	9	4	0	-1	-3	0	-1	6	4
10) Cc1cccc(C(=O)Nc2nnc(COc3ccccc3)s2)c1
    -1	-7	-1	-2	-1	0	10	6	0	-1
11) O=C(C1CC2C=CC1C2)N1CCN(c2ccccc2)CC1 (stereo not drawn)
    6	5	5	3	2	2	-2	2	9	-2
12) O=C(CCC(=O)N1CCN(S(=O)(=O)c2ccc(Cl)cc2)CC1)NCc1ccccc1
    2	2	3	0	2	-6	0	-1	10	-1
13) CCn1ccc(C(=O)NCc2ccc3c(c2)OCO3)n1
    -3	2	1	2	2	13	4	-12	6	14
14) CC1(C)CC(=O)C=C(Nc2ccc(O)cc2)C1
    -3	2	-5	1	-2	1	2	4	4	-2
15) Cc1noc(C)c1C(=O)N1CCCc2ccccc21
    -3	-6	5	-2	-3	2	5	5	5	-7
16) Cc1[nH]n2c(=O)cc(-c3ccc([N+](=O)[O-])cc3)nc2c1-c1ccccc1
    -1	11	23*	4	8	10	0	-2	-4	-8
17) CCCNC(=O)c1ccc(N2CCC3(CC2)CC(c2cccc(Br)c2)=NO3)c(NC(=O)c2ccc(Cl)c([N+](=O)[O-])c2)c1
    -2	-7	-7	2	-1	-7	-5	10	-5	10
18) CN(CC(=O)Nc1cccc(F)c1)C(=O)CSc1nc2ccccc2s1
    -18	8	0	1	-6	-6	8	0	-9	-11
19) COCCCNC(=O)C[C@H]1C[C@@]2(C(=O)OC)C(=C[C@H](C(C)C)O[C@@H]2C2CC2)N(Cc2ccco2)C1=O
    1	x	2	-1	-2	-4	1	x	4	-10
20) CCc1nc(N[C@@H](CC(C)C)C(=O)O)c2oc3ccccc3c2n1
    -2	-7	4	-3	-3	2	9	5	0	-6
21) C=CCn1c(SCC(=O)N2CCc3ccccc3C2)nc2sc(C)c(C)c2c1=O
    4	-7	-10	1	-2	-12	-1	2	3	1
22) COC(=O)c1[nH]c2cccc(OC)c2c1NC(=O)CN1CCC(C(N)=O)(N2CCCCC2)CC1
    -293	7	-143	-268	-48	6	1	-13	9	-8
23) Cc1cc(C)cc(N(CCC#N)C(=O)COC(=O)C2CCN(S(=O)(=O)c3ccc(C)c(C)c3)CC2)c1
    -8	-5	1	-2	-1	0	-2	-10	5	2
24) O=C(CSc1nnnn1-c1cccc2c1CCCC2)N1CCCCC1
    1	-7	-2	-1	-2	-2	5	1	1	-1
25) O=C(CN1C(=O)NC2(CCCCCC2)C1=O)c1ccc(Cl)s1
    -2	-3	0	1	-4	-8	-2	1	-1	-11
26) CC1=NN(C(=O)CSCc2ccccc2)C(O)(c2ccc(F)cc2)C1 (stereo not drawn)
    -1	-14	-1	2	-2	-2	5	-4	-1	2
27) CN(CCc1ccccn1)C1CCCN(S(=O)(=O)c2ccccc2Cl)C1 (stereo not drawn)
    -5	-3	-1	-1	-6	8	11	-10	4	1
28) N#CCCN(C(=O)COC(=O)CSc1ccc(Cl)cc1)c1ccccc1
    -7	-8	-10	-3	-3	2	11	-13	3	-1
29) CCOc1cccc(-c2nnc3sc(COc4ccccc4)nn23)c1
    -4	-2	2	-2	-5	-2	-7	-4	-6	2
30) CCOC(=O)/C=C/c1cnn(-c2ccccc2)c1
    -3	8	-2	3	-1	0	0	-4	5	-5
31) CCc1ccccc1NC(=O)C1NC(=O)CC1c1ccccc1 (stereo not drawn)
    -2	2	-12	-1	-2	2	0	0	2	4
32) CCn1c(=O)cc(SCC(=O)NCc2ccccn2)c2ccccc21
    3	4	-17	4	-7	-2	3	-12	-5	0
33) Cc1nnc(Sc2c(-c3ccccc3)c3ccc(Cl)cc3[nH]c2=O)s1
    -10	8	-65	-10	-22	5	-7	-3	-3	-15
34) COc1ccc(NC(=O)C2(C)CCN2Cc2ccc(OC(F)(F)F)cc2)cc1OC (stereo not drawn)
    0	1	4	1	0	5	3	10	2	2
35) Cn1c(=O)c2cc(NC(=S)NC3CC3)ccc2n1Cc1ccccc1
    -297	-6	i	-214	-235	0	-3	-10	-3	4
36) Cc1ccc2nc(-c3ccc(Cl)cc3)c(Cc3cccc(Cl)c3)n2c1
    -17	8	-67	-10	-17	-10	-1	1	-11	-7
37) Cc1ccc(S(=O)(=O)NCCNC(=O)c2nonc2N)cc1
    2	4	-1	5	-1	-2	-4	6	11	3
38) Cc1cc(C)nc(Nc2n[nH]c(C)n2)n1
    -2	6	-12	9	-2	-1	-2	2	-3	-15
39) CCCn1cc(S(=O)(=O)c2ccccc2)c(=O)c2cc(F)c(N3CCN(C)CC3)cc21
    -45	-10	-141	-27	-40	0	-7	3	3	-3
40) O=C(Nc1ccc(N2C(=O)CC(c3ccccc3)C2=O)c(Cl)c1)c1ccccn1 (stereo not drawn)
    2	x	8	3	2	3	-3	x	1	3
41) CCN(C(=O)CSc1nnc(-c2cccnc2)n1Cc1ccco1)c1ccccc1
    -3	x	-8	3	-2	3	3	x	4	4
42) O=C(NNC(=O)c1nn(-c2ccc(F)cc2)ccc1=O)c1ccc(Cl)cc1
    -7	-2	2	3	-3	-2	-2	-15	7	4
43) O=C(Nc1ccncc1)C1CCCN(S(=O)(=O)c2cccc3cccnc23)C1 (stereo not drawn)
    1	-15	-2	3	1	-4	-2	-5	-1	12
44) Cc1cccc(NC(=O)CN2C(=O)c3ccccc3C2=O)c1C
    -1	15	0	2	-1	2	2	5	-1	-3
45) N#C/C(=C\C1CC=CCC1)c1nc2ccccc2[nH]1 (stereo not drawn)
    -124	12	-32	-90	-20	6	-29	-3	-16	0
46) COc1cccc(-c2ccc3c(c2)O[C@@H](CN(C)Cc2cncnc2)[C@@H](C)CN([C@H](C)CO)S3(=O)=O)c1
    -3	1	-8	0	-5	-2	-7	7	6	-18
47) COC(=O)C1(NC(=O)NC23CC4CC(CC(C4)C2)C3)CCCCC1
    0	-2	-4	2	0	0	6	-1	-5	-11
48) CN(C)/C=C1\C(=O)Nc2ccccc21
    -8	2	9	-8	3	-2	0	12	-7	-6
49) O=Nc1ccc(Cl)cn1
    -31	-2	-43	-20	-11	5	-3	3	3	5
50) C/C=C(\C)CN1CCC(n2nccc2NC(=O)c2ccc3c(c2)OCO3)CC1
    -8	3	4	-2	-4	-1	5	-2	4	4
51) CN(Cc1ccccc1)S(=O)(=O)c1cccc(C(=O)OCc2ccc(C(F)(F)F)cc2)c1
    0	x	2	1	1	0	3	x	6	1
52) O=C1NC[C@H](CCCCN2C[C@H](Cc3ccc(O)cc3)N(CC3CCCCC3)C(=O)C2=O)N(Cc2ccccc2)C1=O
    2	-13	-2	1	-2	-2	1	1	0	7
53) Cc1ccc(-n2nc3c([n+]2[O-])CCc2c-3no[n+]2[O-])cc1
    -2	4	-3	-1	-6	-4	2	3	-5	0
54) CSc1ccccc1NC(=O)CN(C)CC(=O)NCc1ccccc1
    -5	-9	17	4	-1	0	-7	-5	-4	-8
55) Cc1cccc(OCC(=O)NNC(=O)c2cc(S(=O)(=O)N(C)C)ccc2N2CCCC2)c1
    -53	-13	-90	-40	-19	1	3	6	-6	-3
56) O=C(O)[C@@H]1Cc2c([nH]c3ccccc23)C2CCC(=O)N21 (stereo partly drawn)
    -78	9	-67	-44	-27	6	4	-2	1	12
57) COC(=O)c1ccc(COc2c(F)c(F)cc(F)c2F)o1
    -5	1	2	1	-2	-4	6	3	-6	13
58) COc1ccc(-c2c(C)nc(N)nc2-c2ccc(OC)cc2O)cc1
    -42	11	-5	-29	2	10	-7	4	3	16
59) COCC1CCCN(C(=O)c2cc(COc3cncc(Cl)c3)on2)C1 (stereo not drawn)
    -7	0	0	0	-5	5	1	-10	-10	0
60) O=C(COC(=O)c1ccc(O)cc1)Nc1ccc2c(c1)OCO2
    2	-14	-7	-1	-2	5	5	1	-7	11

Next section
Value order: PLCb3 inh	ARFGAP1 inhibitor	ADAM10 inh	PLC-gamma1 inh	ADAM17 inh	SIAE primary	Tn7 DDE FP	ASAP1 inh	DDE Tn6 FP inh	TDP2 inh
61) COc1ccc(N2CCN(C(=O)c3cccc(N4C(=O)C5CC=CC(C)C5C4=O)c3)CC2)cc1 (stereo not drawn)
    -2	-6	-4	0	2	10	3	-1	-1	-4
62) Cc1ccc(N(CC(=O)N2CCOCC2)S(C)(=O)=O)cc1C
    2	-5	0	0	0	0	-3	-11	3	11
63) COc1ccc(-c2cc(-c3cc(C)ccc3O)[nH]n2)cc1
    4	13	17	2	5	-18	-3	16	-14	-5
64) Oc1cc(O)c2c(c1)O[C@H](c1ccc(O)c(O)c1)[C@@H](O)C2
    4	-13	2	1	-6	4	4	0	-3	0

Filtered by structure: those above with a nitro group on carbon
Value order: PLCb3 inh	ARFGAP1 inhibitor	ADAM10 inh	PLC-gamma1 inh	ADAM17 inh	SIAE primary	Tn7 DDE FP	ASAP1 inh	DDE Tn6 FP inh	TDP2 inh
3) CN1CCN(C(=O)CNc2ccc(C(F)(F)F)cc2[N+](=O)[O-])CC1
    1	-6	-2	2	-1	-6	2	-2	-10	10
16) Cc1[nH]n2c(=O)cc(-c3ccc([N+](=O)[O-])cc3)nc2c1-c1ccccc1
    -1	11	23*	4	8	10	0	-2	-4	-8
17) CCCNC(=O)c1ccc(N2CCC3(CC2)CC(c2cccc(Br)c2)=NO3)c(NC(=O)c2ccc(Cl)c([N+](=O)[O-])c2)c1
    -2	-7	-7	2	-1	-7	-5	10	-5	10
